Bioassay records: PubChem BioAssay, NMMLSC
CIT2-GFP yeast = yeast TOR pathway CIT2-GFP modulation. S. cerevisiae CIT2-GFP strain, flow cytometry, 3 h; 100 means same as DMSO wells. GFP response vs DMSO, % at 10 µM. 0.065% of 320,000 active;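 active = GFP response relative to DMSO above a set limit, near the screen mean plus 3 SD, cut at about 150% in these data; inconclusive = Fewer than 70 cells measured for a yeast strain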;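 note: ratio of well median GFP fluorescence to mean of DMSO wells on the plate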
RPL19A TOR yeast = alters RPL19A-GFP fluorescence in TOR pathway yeast screen | percent response vs DMSO, % at 10 µM | 0.3% of 330,000 active | S. cerevisiae RPL19A-GFP strain, flow cytometry, 3 h; hits give low values | AID 2025;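 active = percent response vs DMSO below 50%; inconclusive = fewer than 70 events counted for the yeast strain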;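 note: median channel GFP fluorescence of the barcoded RPL19A-GFP strain; ratio of sample median GFP to plate DMSO average so 100% = DMSO; lower means less RPL19A-GFP as with rapamycin TOR inhibition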
MEP2-GFP yeast = modulators of TOR pathway MEP2-GFP in S. cerevisiae. S. cerevisiae MEP2-GFP strain, flow cytometry GFP, 3 h; 100% = DMSO control level. GFP response vs DMSO, % at 10 µM. 0.51% of 330,000 active. AID 2016;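 active = GFP response versus DMSO above a set limit, roughly screen mean plus 3 SD, cut at about 180% in these data; inconclusive = fewer than 70 cells counted for a yeast strain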;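 note: median GFP fluorescence of the barcode-gated MEP2-GFP cells per well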
LAP4-GFP MLPCN = alters LAP4-GFP fluorescence in TOR pathway yeast screen; AID 2023; S. cerevisiae LAP4-GFP multiplex, flow cytometry GFP, 3 h; median GFP as percent of DMSO wells; 0.34% of 320,000 active; GFP response vs DMSO, % at 10 µM;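 active = GFP response vs DMSO above a set limit, about the screen mean plus 3 SD, cut at about 150% in these data; inconclusive = under 70 cell events counted for the yeast strain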
VLA-4 inh = inhibition in a human VLA-4 binding assay | P13612 | VLA-4 expressing cells, ligand binding flow cytometry | inhibition, % (about 7 µM as worked out from the volumes in the protocol) | 0.2% of 330,000 active; in the data active = inhibition above about 50%
Target sequence (P13612 whole entry, looked up): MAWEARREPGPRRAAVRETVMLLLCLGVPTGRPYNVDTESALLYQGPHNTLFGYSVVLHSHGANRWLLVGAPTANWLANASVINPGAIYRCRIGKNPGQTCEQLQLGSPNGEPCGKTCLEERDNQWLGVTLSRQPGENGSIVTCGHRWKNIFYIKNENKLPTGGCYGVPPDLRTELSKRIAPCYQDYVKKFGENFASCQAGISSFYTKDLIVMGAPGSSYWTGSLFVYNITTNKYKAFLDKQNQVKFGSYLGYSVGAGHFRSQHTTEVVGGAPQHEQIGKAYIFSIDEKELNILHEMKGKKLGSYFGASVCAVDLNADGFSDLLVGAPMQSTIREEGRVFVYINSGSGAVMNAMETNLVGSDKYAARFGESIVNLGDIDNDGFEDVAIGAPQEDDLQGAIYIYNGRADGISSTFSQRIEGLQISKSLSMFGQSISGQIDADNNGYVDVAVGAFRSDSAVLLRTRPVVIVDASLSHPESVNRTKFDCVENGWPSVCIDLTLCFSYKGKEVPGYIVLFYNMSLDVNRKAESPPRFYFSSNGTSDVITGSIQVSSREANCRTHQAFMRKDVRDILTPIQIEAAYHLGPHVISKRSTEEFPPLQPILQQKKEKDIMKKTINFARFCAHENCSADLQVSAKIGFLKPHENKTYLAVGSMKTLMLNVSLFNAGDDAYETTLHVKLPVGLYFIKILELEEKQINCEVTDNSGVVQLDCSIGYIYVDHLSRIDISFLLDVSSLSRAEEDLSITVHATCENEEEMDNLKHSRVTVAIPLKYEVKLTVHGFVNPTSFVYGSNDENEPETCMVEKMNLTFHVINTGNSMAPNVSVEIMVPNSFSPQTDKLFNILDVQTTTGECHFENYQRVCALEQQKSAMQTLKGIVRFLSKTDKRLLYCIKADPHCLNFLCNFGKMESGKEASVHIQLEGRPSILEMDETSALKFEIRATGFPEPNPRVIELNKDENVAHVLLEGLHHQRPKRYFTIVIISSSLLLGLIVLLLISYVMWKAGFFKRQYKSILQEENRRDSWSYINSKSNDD
GRK2 inh = inhibitors of human GRK2 displacing RNA aptamer | bead flow cytometry, FAM-aptamer displacement from GRK2 | inhibition of aptamer binding, % at 10 µM | 0.59% of 330,000 active;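 active = inhibition of aptamer binding above 40%, roughly 3 SD of noise, on plates passing a quality check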;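 note: median bead fluorescence of bound FAM aptamer so fluorescent compounds give negative values; no value below 0 was filed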
AGP1 TOR yeast = alters AGP1-GFP fluorescence in TOR pathway yeast screen; 0.02% of 320,000 active; S. cerevisiae AGP1-GFP multiplex flow cytometry, 3 h; GFP as percent of DMSO wells; AID 2066; GFP response vs DMSO, % at 10 µM;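 active = GFP response relative to DMSO above a set limit, near screen average plus 3 SD, cut at about 150% in these data; inconclusive = fewer than 70 cells counted for the yeast strain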;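 note: median GFP channel fluorescence of the gated AGP1 strain per well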
Yeast superoxide = yeast age-related superoxide inhibition as caloric restriction mimetic; S. cerevisiae aged cells, superoxide DHE fluorescence; hits give low values; superoxide response (% of plate mean), % at 10 µM; 0.18% of 330,000 active; AID 2690;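 active = superoxide response under a set limit, about three screen SD below normal, cut at about 65% in these data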;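 note: yeast aged for seven days with compound at 30 °C before DHE staining; 100% = average MFI of all compound-treated wells on the plate with controls excluded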
The depositor's hits bear a star; ? = inconclusive; . = no result given; [ ] = dose if it differs, or a comment. The order is random, and some 1.7% of all compounds hit somewhere here.

SMILES	CIT2-GFP yeast	RPL19A TOR yeast	MEP2-GFP yeast	LAP4-GFP MLPCN	VLA-4 inh	GRK2 inh	AGP1 TOR yeast	Yeast superoxide
CN(C)CCCN(C(=O)c1ccc(S(=O)(=O)N(C)C2CCCCC2)cc1)c1nc2ccc(F)cc2s1	113	110	107	86	-3	5	105	104
C=CCn1c(=O)c2c(nc(-n3nc(C)cc3C)n2C)n(C)c1=O	100	103	104	97	-1	0	98	94
CC(=O)Nc1ccc(-c2cc(N)n(-c3ccccc3)n2)cc1	99	95	97	104	-3	0	100	98
COC(=O)c1cc(OC)c(OC)cc1NC(=O)CN1CCCCC1	104	103	106	113	2	2	106	97
CC1(C)Cc2cccc(C(=O)NCc3ccco3)c2O1	104	92	86	113	10	0	102	96
O=C(Nc1ccccc1)c1cccc(C(=O)Nc2ccccc2)n1	101	105	104	97	5	0	101	106
Cc1cccc(Oc2cc(NC(=O)c3ccccc3)cc([N+](=O)[O-])c2)c1	.	99	99	95	11	12	101	102
CCNC(=O)C(C)Sc1ccc(Cl)cc1 (stereo unspecified)	?	48*[may fluoresce violet]	351*[may fluoresce violet]	88[may fluoresce violet]	32	1	?	88
Cn1cc(CC(=O)NC2CCCCC2)c2ccccc21	98	101	102	96	-5	0	99	108
Cc1ccc(/C=N/NC(=O)c2n[nH]c3c2CCCC3)cc1	.	101	100	.	40	2	.	88
COc1cc(/C=N/N2CCOCC2)ccc1OCc1ccc(Cl)cc1	99	103	98	115	2	3	89	111
Cc1nn(C)c(C)c1NC(=O)CCCSc1nc(-c2ccco2)cc(C(F)(F)F)n1	105	104	104	105	-6	2	101	113
CC(C)(Nc1ccccc1)C(=O)c1ccccc1	94	97	93	103	17	0	96	96
COc1ccc(C(=O)NCC(=O)N/N=C/C=C/c2ccccc2)cc1OC	105	100	107	93	-1	0	99	106
CCOCCCNC(=O)Cn1cnc2sc(C)c(S(=O)(=O)N3CCN(c4ncccn4)CC3)c2c1=O	97	93	98	97	18	3	99	112
O=C(Nc1ccc(-c2csnn2)cc1)C(Cl)(Cl)Cl	96	94	94	115	-21	0	91	104
CCN(CC)C(=O)c1sc(NC(=O)c2ccc(Br)o2)c(C(=O)OC)c1C	91	94	90	93	21	0	98	99
COc1ccnc(Oc2ccccc2)c1C(=O)N/C=N/OCc1ccccc1F	90	98	97	104	6	2	100	87
Cc1nnc(SCC(=O)Nc2cccc(S(=O)(=O)NC3=NCCCCC3)c2)n1Cc1ccccc1	106	110	106	102	13	0	105	98
C=CCn1c(SCc2cccc3ccccc23)nnc1-c1cccnc1	85	96	91	105	-1	0	94	127
COc1ccc(OC)c(NC(=O)CN(Cc2ccccc2)S(C)(=O)=O)c1	81	96	91	78	6	1	87	101
CN1C(=O)N(C)C2(c3ccccc3)Nn3c(s/c(=C/c4ccccc4)c3=O)=NC12c1ccccc1 (stereo unspecified)	100	99	104	97	9	0	99	97
CCC(C)(C)c1nnc(NC(=O)C2CC(=O)N(CCc3ccc(F)cc3)C2)s1 (stereo unspecified)	95	98	98	95	-15	2	101	91
CC1(CCc2ccccc2)NC(=O)N(CC(=O)N2CC(=O)Nc3ccccc32)C1=O (stereo unspecified)	108	102	106	100	3	0	103	91
Cc1ccc(S(=O)(=O)N(C)c2ccc(C)c([N+](=O)[O-])c2)cc1	85	95	98	120	46	0	91	78

As entered above:
Cc1nnc(SCC(=O)Nc2cccc(S(=O)(=O)NC3=NCCCCC3)c2)n1Cc1ccccc1 – GRK2 inh: 0
O=C(Nc1ccc(-c2csnn2)cc1)C(Cl)(Cl)Cl – RPL19A TOR yeast: 94

The list continues:
SMILES	CIT2-GFP yeast	RPL19A TOR yeast	MEP2-GFP yeast	LAP4-GFP MLPCN	VLA-4 inh	GRK2 inh	AGP1 TOR yeast	Yeast superoxide
O=C(CN1C(=O)/C(=C/c2ccc(F)cc2)SC1=S)NC1CCS(=O)(=O)C1 (stereo unspecified)	94	99	94	98	12	0	99	84
CCc1nnc(NS(=O)(=O)c2ccc(NC(=O)c3ccc(Cl)cc3)cc2)s1	104	105	101	100	-3	2	92	100
CNC(=O)c1ccccc1Nc1ccc(SC(F)F)cc1	100	102	108	106	1	2	94	88
O=C(NCc1ccc2c(c1)OCO2)c1cc(F)c(F)cc1Cl	110	108	114	103	2	0	108	106
CCOC(=O)Oc1ccc2oc(C)c(C(=O)OCCOC)c2c1	105	101	91	87	3	1	98	92
CCCCNC(=O)COC(=O)CCC(=O)c1ccc(F)cc1	89	94	98	.	4	0	96	94
Cc1ccccc1OCC(O)Cn1c(NCCN(C)C)nc2c1c(=O)n(C)c(=O)n2C (stereo unspecified)	98	85	93	81	32	0	74	100
O=C(CNCCc1ccc(Cl)cc1Cl)NCc1ccco1	98	96	101	100	-4	0	101	94
O=C(Nc1cccc(Cl)c1)c1ccc2ncsc2c1	81	107	105	122	12	0	90	88
Cn1nc(C(F)(F)F)c(C(=O)Nc2cccc(Cl)c2)c1Cl	97	97	94	96	0	1	99	95
Cc1cc(C)cc(NC(=O)c2ccc(NC(=O)c3ccco3)cc2)c1	98	107	108	101	8	0	101	121
Cc1cccc(OCC(=O)NCCNC(=O)c2cnccn2)c1	103	105	105	95	0	2	97	100
CCOC(=S)N/C(=N\S(=O)(=O)c1ccccc1)c1ccccc1	105	96	105	97	13	3	105	102
CC(COc1ccccc1Cc1ccccc1)N1CCCCC1 (stereo unspecified)	97	101	98	105	27	0	99	95
O=C(Cn1c(C(F)(F)F)nc2ccccc21)c1ccc(Cl)cc1	111	103	98	102	-18	0	100	94
CCN(CC)C(=O)c1ccccc1NS(=O)(=O)c1ccc(C)cc1	96	101	106	104	3	0	96	78
COc1ccc(C2=NCC(CSc3nccc(=O)[nH]3)S2)cc1 (stereo unspecified)	90	94	95	93	0	0	92	93
Cc1ccccc1-n1c(C)nnc1SCc1cc(=O)oc2ccc3ccccc3c12	102	99	100	95	-4	0	96	87
CCOC(=O)C1=NOC2C3CC(C12)C1C(=O)N(CCc2ccc(OC)c(OC)c2)C(=O)C31 (stereo unspecified)	92	95	92	98	-17	18	99	90
COc1ccccc1NS(=O)(=O)c1cc(NC(=O)c2[nH]c(C)c(C(C)=O)c2C)ccc1N1CCOCC1	102	97	97	102	-15	1	102	107
O=C(Cn1cnc2c(cnn2-c2ccccc2)c1=O)Nc1cc(S(=O)(=O)N2CCOCC2)ccc1Cl	96	98	92	85	8	0	92	113
COC(=O)c1c(C(=O)OC)c(-c2ccc(F)cc2)n2c1CSC2	106	102	108	105	-10	0	102	76
CCC(c1nnnn1C(C)(C)CC)N1CCN(c2ccccc2F)CC1 (stereo unspecified)	84	94	93	96	-3	1	100	102
O=C(NCc1cccnc1)c1ccc(-c2cc3ccccc3oc2=O)cc1	99	97	99	109	-4	0	100	112
Cc1c(O)c2c(=O)n(-c3ccccc3)c(-c3ccccc3)cc2oc1=O	110	107	108	103	6	0	107	104
SMILES	CIT2-GFP yeast	RPL19A TOR yeast	MEP2-GFP yeast	LAP4-GFP MLPCN	VLA-4 inh	GRK2 inh	AGP1 TOR yeast	Yeast superoxide
O=C(NCCc1c[nH]c2ccccc12)C1CCCN(S(=O)(=O)c2ccccc2)C1 (stereo unspecified)	105	103	103	99	22	.	94	102
COC(=O)CSc1nnc(C2COc3ccccc3O2)n1-c1ccccc1 (stereo unspecified)	102	101	113	109	9	0	108	102
CCCCOc1ccc(C(=O)Nc2cccc(-n3cnnn3)c2)cc1OC	106	100	109	95	11	0	101	102
CC[n+]1c(C)sc2c(C)cc(C)cc21	.	93	91	92	-1	5	95	108
CCCCOc1ccc(-c2ncc(C(=O)OCC)c(N)n2)cc1	102	104	116	121	8	0	99	125
O=C(Nc1ccc2c(c1)OCO2)c1ccc2nc[nH]c2c1	96	99	103	102	10	4	91	103
COC(=O)c1ccc(CSc2nnc(NCc3ccccc3)s2)o1	107	97	101	106	14	1	106	69
CCOc1ccc(Cl)cc1S(=O)(=O)N1CCC(C(=O)NC2CC2)CC1	103	103	105	110	-2	0	109	102
COc1ccc(Cn2nc(C)cc2C)cc1OC	99	97	104	106	4	6	99	88
CN1CC[n+]2c(CN3C(=O)c4ccccc4C3=O)csc21	103	104	100	97	6	0	106	104
CCOc1cc(/C=N/NC(=O)CN2CCCCC2)ccc1OCc1ccccc1	115	104	105	89	8	0	108	99
Cc1cc(Cl)ccc1OCC(=O)NNC(=O)c1ccc(=O)[nH]c1	94	95	98	102	4	0	102	92
O=C(CCOc1ccccc1)N1CCN(S(=O)(=O)c2ccccc2F)CC1	106	100	110	102	4	1	104	89
COc1cc(CCC(=O)NNC(=O)c2ccc(Cl)cc2)cc(OC)c1OC	100	104	110	99	-3	1	97	111
Cc1ccc(C)c(C(=O)CSc2nc(N)cc(=O)[nH]2)c1	94	99	99	103	4	3	100	102
CC(C)n1c(=N)c(C(=O)NCCc2ccccc2)cc2c(=O)n3ccccc3nc21	121	93	106	95	-9	0	25	90
CNC(=O)CCc1[nH]c2ccccc2c1Sc1ccccc1	93	96	97	86	-3	0	90	102
O=C(COc1ccccc1)N1CCN=C1SCc1cccnc1	99	98	95	87	-26	1	94	116
COC(=O)C1CCN(C(=O)Cc2ccc(OC)c(OC)c2)CC1	106	102	101	103	-9	10	104	98
CC(=O)Oc1cccc(/C=N\NC(=O)C(=O)N/N=C/c2cccc(OC(C)=O)c2)c1	97	95	96	90	8	0	94	88
O=C(NC1CCCc2ccccc21)C1CCCN(S(=O)(=O)c2cnc[nH]2)C1 (stereo unspecified)	100	98	111	101	39	0	105	98
CCCN1CCC(N2CCN(c3cccc(C(F)(F)F)c3)CC2)CC1	95	88	93	90	4	0	90	86
COc1ccccc1NS(=O)(=O)c1ccc(C(=O)Nc2ncccc2O)cc1	96	102	109	112	-7	0	98	122
CCN(CC(=O)NCc1ccc(F)cc1)C(=O)/C=C/c1ccc(OC)cc1	88	92	111	82	8	0	93	100
CCOc1ccccc1C(=O)Nc1cccc(-c2ccc(N3CCOCC3)nn2)c1	77	96	94	124	1	0	102	90
SMILES	CIT2-GFP yeast	RPL19A TOR yeast	MEP2-GFP yeast	LAP4-GFP MLPCN	VLA-4 inh	GRK2 inh	AGP1 TOR yeast	Yeast superoxide
CCN(CC)S(=O)(=O)c1ccc(C(=O)NCc2n[nH]c(=S)n2-c2ccccc2OC)cc1	100	96	98	88	8	1	101	104
CC(C)(C)c1ccc(C(=O)NCC(=O)OCCN2C(=O)c3ccccc3C2=O)cc1	101	100	105	100	6	0	105	101
COc1cccc(NC(=O)N2CCC(NC(=O)C3CCCCC3)CC2)c1	108	102	105	111	1	1	105	97
Cc1cccc(C)c1NC(=O)CNC(=O)c1ccc(N2CCCC2=O)cc1	96	101	102	98	7	0	100	91
CC[C@H]1CN2CCc3cc(OC)c(OC)cc3C2C[C@@H]1C[C@H]1NCCc2cc(OC)c(OC)cc21 (stereo partly specified)	125	104	105	115	-11	0	94	92
Cc1ccc2ncnc(Oc3ncccc3[N+](=O)[O-])c2c1	98	99	100	115	-5	7	106	121
CN1C(=O)c2ccc(NC(=O)c3ccc(N4CCCCC4)c([N+](=O)[O-])c3)cc2C1=O	92	106	99	97	-9	5	102	95
CCOC(=O)C1CCN(C(=O)c2cc3cc4cc(OC)ccc4nc3o2)CC1	84	96	109	98	10	5	93	106
C=CC[C@@H](CC(=O)N[C@@H](CO)Cc1ccccc1)C(=O)N[C@H](COC(=O)[C@H](CC=C)CC(=O)OC(C)(C)C)Cc1c[nH]c2ccccc12	82	94	93	95	15	2	94	81
